Source: PubChem BioAssay (National Center for Advancing Translational Sciences (NCATS))
a7 integrin act – activates integrin-mediated alleviation for muscular dystrophy. alpha7betagal myoblasts, beta-gal FDG fluorescence, 48 h. Potency, µM (series often up to 38.3 µM), for the others: at the top dose activation, hits mostly activators. actives 0.064% (n = 350,000). AID 624291;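 note: potency is the fitted concentration of half-maximal effect; 100% = response of the positive control SU9516; nearly all actives have a fitted effect of over 60% in size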
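Alpha7betagal+/- myoblasts (passage 13) were plated 16-24 hr, then exposed to compounds (1:260 dilution of DMSO stock) for 48 hours at 37C. After MPER lysis, β-galactosidase reporter activity was read as FDG fluorescence (ex 480/em 540) after 30 minutes.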
CXXC DNA block – blocks binding of human MLL CXXC domain to DNA. actives 0.037% (n = 290,000). MLL-CXXC / FITC-HOXA9 DNA fluorescence polarization. Potency, µM (highest dose often 115 µM), for inactives: top-dose activity change, negative = inhibition, actives largely listed as inhibitors; active = well fitted inhibition curve with a large enough effect in the polarisation, with a control signal flat, not every such curve was filed as active; inconclusive = small, poorly fitted or top-dose-only effect, or effect the other way, or a change in a side signal; inactive = no such curve, though single readings can be large or run the other way; the % refers to the polarisation; note: potency is the fitted concentration of half-maximal effect
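Steps: dispense CXXC domain solution (7 uM) → pin compounds or unlabeled HOX-A9 DNA control → 5 min ambient → add FLSN-HOX-A9 solution (50 nM) → spin → 30 min ambient → fluorescence polarization. Tris pH 7.5/NaCl/DTT/BSA buffer.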
TRPV1 agonist – activates the human vanilloid receptor TRPV1. actives 0.19% (n = 320,000). TRPV1-expressing cells, Fluo-8 calcium influx, agonist mode. AID 540275. Q8NER1. activation, % at 8.33 µM; in the data active = activation above about 80%; inconclusive = between about 30% and that limit; note: 0% is about no effect
Target sequence (Q8NER1 whole entry, looked up): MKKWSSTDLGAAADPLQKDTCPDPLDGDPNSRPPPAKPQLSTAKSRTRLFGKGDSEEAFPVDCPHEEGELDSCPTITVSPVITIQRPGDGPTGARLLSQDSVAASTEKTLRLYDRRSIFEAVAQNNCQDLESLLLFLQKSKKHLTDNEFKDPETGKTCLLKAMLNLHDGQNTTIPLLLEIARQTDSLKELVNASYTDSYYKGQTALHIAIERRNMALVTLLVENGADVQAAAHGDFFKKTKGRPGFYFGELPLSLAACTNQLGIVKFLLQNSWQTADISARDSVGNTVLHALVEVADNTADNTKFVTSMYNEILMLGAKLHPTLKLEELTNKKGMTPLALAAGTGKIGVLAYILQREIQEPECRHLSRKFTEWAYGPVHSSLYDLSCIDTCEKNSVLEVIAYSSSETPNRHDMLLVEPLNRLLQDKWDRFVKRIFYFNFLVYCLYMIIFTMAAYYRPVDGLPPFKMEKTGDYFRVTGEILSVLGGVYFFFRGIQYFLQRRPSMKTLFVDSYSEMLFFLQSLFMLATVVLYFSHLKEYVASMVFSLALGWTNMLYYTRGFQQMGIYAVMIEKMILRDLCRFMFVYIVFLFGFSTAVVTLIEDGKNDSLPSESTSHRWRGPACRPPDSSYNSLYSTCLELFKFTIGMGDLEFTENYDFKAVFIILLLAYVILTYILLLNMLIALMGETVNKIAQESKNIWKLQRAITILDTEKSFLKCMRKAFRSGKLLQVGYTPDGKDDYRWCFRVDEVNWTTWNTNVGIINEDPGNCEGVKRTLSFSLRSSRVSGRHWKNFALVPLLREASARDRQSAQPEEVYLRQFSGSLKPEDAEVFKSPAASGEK
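Fluo-8 calcium influx in TRPV1-expressing cells, kinetic read (ex 480/em 520 nm). Compound added and read 3 min for agonist activity, followed by capsaicin at EC20 final and 2 min further read for enhancement.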
p53 reactivator – mutant p53 re-activation in reporter cells; AID 504706; actives 0.063% (n = 320,000); Potency, µM (titrated, usually from 92.2 µM), inactives show top-dose activity change, positive = activation, actives largely listed as activators; H1299 p53-A138V BP100-luciferase reporter, luminescence, 24 h; note: potency is the fitted concentration of half-maximal effect; % of control where 0% means no effect; nearly all actives have a fitted effect of over 45% in size
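p53-null H1299 cells stably carrying temperature-sensitive p53-A138V and a BP100-luciferase reporter were pinned with compounds (4-point, 1:5 series) and held 24 hrs at 37 deg C. Luminescence was read 10 min after detection reagent.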
BRCA1 expr up – BRCA1 expression activation; MCF7-BRCA1-FFLuc reporter, luminescence, 48 h; response scale: scaled: vehicle 0%, 10 µM genistein 100%; Potency, µM (series often up to 46.1 µM), without a hit: at the highest dose activation, hits mostly activators; actives 1.1% (n = 380,000); AID 624202; note: potency is the fitted concentration of half-maximal effect; nearly all actives have a fitted effect of over 80% in size; some results filed as inactive show a strong effect at the top dose
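Luminescence from a BRCA1-driven firefly luciferase in MCF7 cells was read after 48 h compound exposure at 37 C. Data normalized against DMSO and a 10microM genistein activation control, then curve-fitted across the titration.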
A-T KAP1 phos – potential ataxia-telangiectasia treatments restoring KAP-1 phosphorylation. Potency, µM (top dose mostly 57.5 µM), for the others: at the top dose activation, usual class: activators. actives 0.19% (n = 320,000). AID 485349. […] A-T fibroblasts, KAP-1 phosphorylation AlphaLISA; neocarzinostatin DNA damage 30 min before lysis; note: potency is the fitted concentration of half-maximal effect; % of control where 0% means no effect; nearly all actives have a fitted effect of over 45% in size
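hTERT-immortalized A-T patient fibroblasts ([…]), 500 cells/well in OPTI-MEM, 1% FBS, got compounds for 60 min, then NCS for 30 min at 37C. Lysates were then assayed for phospho-KAP-1 by AlphaLISA (anti-pKAP1 donor, anti-KAP1 acceptor beads), 6 hr at 25C.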
ELG1 DNA repair – blocks ELG1-dependent DNA repair in HEK293T cells. Potency, µM (series often up to 46.1 µM), without a hit: at the highest dose activity change, negative = inhibition, hits mostly inhibitors. actives 2.3% (n = 330,000). HEK293T ELG1-luciferase reporter, luminescence, 16 h; DNA damage induced by 5-fluorouridine; note: potency is the fitted concentration of half-maximal effect; % is set by controls: 0 for no effect and ±100 for the full control effect; nearly all actives have a fitted effect of over 55% in size
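DMSO vehicle served as the neutral condition. Each well held 2,000 cells given 5-fluorouridine plus compound; after 16 hr at 37 °C/5% CO2, ONE-Glo was added and luciferase measured 30 min later.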
TCR act – T cell receptor activation | primary human leukocytes, anti-CD3, IL-2 HTRF, 48 h | Potency, µM (top dose mostly 9.22 µM), for inactives: top-dose activation of IL-2 secretion, usual class: activators | 330,000 tested, under 10 active | AID 504894; note: % of control where 0% means no effect
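Readout: HTRF IL-2, Eu-cryptate/d2 antibody pair, 320nm excitation, 665nm emission. Stimulus: a-CD3 beads, no co-stimulation. Cells: primary human leukocytes. Exposure: 48 hr with compound.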
B2AR arrestin – agonists driving beta-arrestin recruitment to human beta2-adrenergic receptor; P07550; beta-arrestin recruitment to beta2AR, cell-based reporter; Potency, µM (titrated, usually from 46.1 µM), inactives show at the top dose activation, hits mostly activators; actives 0.02% (n = 330,000);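 note: potency is the fitted concentration of half-maximal effect; 0% = DMSO controls and full agonism = EC100 isoproterenol or metaproterenol; nearly all actives have a fitted effect of over 65% in size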
TSG101-PTAP inh – blocks PTAP/TSG101 interaction to inhibit HIV-1 budding; Fluorescence polarization, FITC-PTAP peptide / Tsg101 binding; 340,000 tested, under 10 active; AID 493005; Potency, µM (highest dose often 115 µM), inactives show top-dose activity change, negative = inhibition, hits mostly inhibitors; Q99816; active = well fitted inhibition curve with a large enough effect in the main read-out, with a control signal flat, not every such curve was filed as active; inconclusive = small, poorly fitted or top-dose-only effect, or effect the other way, or a change in a side signal; inactive = no such curve, though single readings can be large or run the other way; note: potency is the fitted concentration of half-maximal effect; % of control where 0% means no effect
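Compounds were pin-transferred onto Tsg101 binding domain (10 uM final) in HEPES pH 7.5 buffer, then FITC-PTAP peptide was added at 50 nM final. After 20 min at RT, polarization reported peptide displacement across a qHTS concentration series.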
* marks the source's active call; other numbers are inactive results; ? = inconclusive; . = no result given; [ ] = dose if it differs, or a comment. Unless noted, calls come from the whole dose curve; as a rule, active = well fitted curve in the direction sought with a large enough effect; inconclusive = small, poorly fitted or top-dose-only effect, or another doubt; inactive = no such curve, though single readings can be large; an effect the other way counts as inactive or inconclusive.

SMILES	a7 integrin act	CXXC DNA block	TRPV1 agonist	p53 reactivator	BRCA1 expr up	A-T KAP1 phos	ELG1 DNA repair	TCR act	B2AR arrestin	TSG101-PTAP inh
O=C1Nc2ccc(Br)cc2C12NNc1ccccc1O2 (centres undefined)	-38%	53%[activator]	1	5%	-71%	2%	27%	-4%	0.0%	3%
O=S(=O)(NCc1cccnc1)c1cccn1-c1ncc(C(F)(F)F)cc1Cl	-5%	-8%	2	0%	-3%	3%	?	2%	0.0%	-4%
Cc1ccc(N(CC(=O)N2CCCCCC2)S(C)(=O)=O)cc1Cl	0%	-2%	2	.	0%	5%	?	-2%	0.0%	-5%
Cn1c(SCC(=O)NC2(C#N)CCCCC2)nnc1-c1cccnc1	11%	-2%	2	-9%	11%	10%	3%	16%	0.5%	-3%
O=C(Nc1cccnc1)c1ccccc1NS(=O)(=O)c1ccc(F)cc1	23%	-5%	2	-7%	-3%	16%	?	3%	0.0%	-2%
CC1(C)CC(=O)c2sc(NS(=O)(=O)c3ccc([N+](=O)[O-])cc3)nc2C1	9%	-2%	-5	20%	-10%	6%	4%	-1%	-1.2%	-5%
Cc1ccc(-c2cc(C(=O)NN3CCOCC3)c3cc(Br)ccc3n2)o1	0%	-4%	3	-4%	-9%	0%	?	.	-0.3%	3%
Cc1ccc(S(=O)(=O)N2CCN(S(=O)(=O)N3CCC(C)CC3)CC2)cc1C	10%	7%	1	-6%	-4%	1%	-2%	4%	-0.4%	-2%
Cc1nn(-c2ncc(C(F)(F)F)cc2Cl)c(=O)n1-c1ccccc1F	4%	-3%	1	-1%	-4%	?	3%	10%	0.2%	-2%
Cc1ccc(OCC(=O)NC(=S)Nc2ccc3c4c(cccc24)CC3)cc1	2%	4%	5	2%	-1%	-1%	-1%	-1%	-0.8%	1%
CCc1ccccc1-n1c(SCC(=O)c2c(N)n(C3CC3)c(=O)[nH]c2=O)nnc1N1CCOCC1	26%	.	-2	3%	15%	-2%	-12%	5%	-0.7%	-3%
CCOC(=O)c1ccc(NC(=O)CCc2nc(-c3cccc(C)c3)no2)cc1	-12%	-3%	?	-5%	-31%	-3%	?	-20%	0.3%	-6%
COc1ccc(C2CC(c3cccs3)=NN2C(=O)COC(=O)c2cncc(Br)c2)cc1OC (centres undefined)	-12%	22%	-4	0%	-22%	2%	-23%	4%	-0.1%	2%
O=c1c(C/C=C/c2ccccc2)c(O)ccn1Cc1cccc(Cl)c1	19%	-5%	13	-3%	-9%	7%	-3%	3%	3.2%	-7%
COc1ccc(C)cc1C1=CC(=O)C[C@H](c2ccc(F)cc2)C1	-7%	.	?	-11%	2%	11%	-18%	2%	0.1%	-7%
C/C(=N/Oc1nc(C)cc(C)n1)c1ccc(Br)cc1	13%	10%	-6	-2%	41%	-1%	?	-3%	-0.1%	-2%
COc1cccc(-c2sc3ccccc3c2-c2ccc(OCCN3CCCCC3)cc2)c1	0%	.	.	-3%	-21%	7%	12%	4%	0.3%	1%
COc1cc2c(cc1OC)C(C)N(C(=O)c1cc3ccccc3o1)CC2 (centres undefined)	12%	-3%	19	-2%	-42%	-3%	?	2%	0.3%	-4%
Cc1cccc(Cc2ncc(C(F)(F)F)cc2Cl)c1	-32%	33%[activator]	-1	3%	3%	-14%	-3%	2%	0.1%	-3%
Cc1nnc2c3ccccc3ccn12	11%	.	.	.	16%	.	.	1%	.	2%
CCn1cc(C(=O)N(CCC(C)C)c2c(N)n(Cc3ccccc3)c(=O)[nH]c2=O)c(=O)c2ccc(C)nc21	?	8%	-1	2%	-10%	-1%	-1%	-6%	0.2%	0%
Cc1coc2c1c(C)cc1oc(=O)c(CC(=O)N[C@@H](CC(C)C)C(=O)O)c(C)c12	-7%	-28%	27	2%	-3%	-10%	8%	-6%	-0.5%	-10%
CN(C(=O)COC(=O)c1ccc2[nH]c3c(c2c1)CCCC3)C1CCS(=O)(=O)C1 (centres undefined)	2%	0%	-1	-1%	-4%	-13%	-7%	1%	-0.9%	-5%
CSCC[C@H](NC(=O)OC(C)(C)C)c1nnc(SCC(=O)N(C)C)o1	-15%	3%	-1	5%	-1%	4%	8%	-4%	-1.3%	-2%
c1ccc(C2(c3ccccc3)OCC(Cn3cncn3)O2)cc1 (centres undefined)	-9%	-6%	3	5%	10%	1%	-1%	4%	0.1%	-6%
The results go on:
SMILES	a7 integrin act	CXXC DNA block	TRPV1 agonist	p53 reactivator	BRCA1 expr up	A-T KAP1 phos	ELG1 DNA repair	TCR act	B2AR arrestin	TSG101-PTAP inh
COc1ccc(O)c(/C=N/n2c(-c3ccco3)csc2=Nc2cccnc2)c1	16%	1%	2	-1%	-26%	.	12%	6%	-0.7%	-6%
CCN(CC)C(=S)Oc1ccc(Cl)cc1Cl	-14%	-2%	.	-1%	3%	13%	0%	9%	-0.8%	-1%
CN(C(=O)CN1C(=O)c2ccccc2S1(=O)=O)C1CCCCC1	8%	.	.	?	-4%	0%	?	0%	-0.1%	0%
N#Cc1c(C(F)(F)F)cc(-c2ccccc2)nc1SCC(=O)N1CCOCC1	13%	1%	?	4%	0%[1.84 µM]	8%	-6%	-2%	0.0%	-1%
COC(CNC(=S)Nc1ccc([N+](=O)[O-])cc1)OC	2%	2%	?	?	82%	-4%	4%	1%[46.1 µM]	-1.3%	-5%
O=C(N/C(=C/C=C\c1ccccc1)C(=O)N1CCOCC1)c1ccc(Br)cc1	16%	?	1	10%	10%	2%	?	5%	0.2%	-6%
COc1cccc(C(=O)/C=C/Nc2ccc(S(=O)(=O)Nc3nc(C)cc(C)n3)cc2)c1	-2%	6%	0	2%	11%	-3%	1%	3%[46.1 µM]	0.3%	1%
Clc1ccc(Cc2nnc(-c3ccccc3Br)o2)cc1	17%	19%	24	19%	14µM*	-7%	?	-4%	-0.5%	-2%
CN1CCN(c2ccc(NC(=O)COc3ccccc3[N+](=O)[O-])cc2)CC1	0%	6%	0	-4%	-6%	1%	-8%	-1%	0.5%	0%
CC(C)Oc1ccc(CC2CC(=O)NC2=O)cc1 (centres undefined)	0%	-3%	1	2%	-14%	13%	26%	-13%	-0.4%	-4%
CCCCOC(=O)Nc1ccc2c(C)cc(=O)oc2c1	1%	-3%	-1	.	?	5%	?	-3%[46.1 µM]	-1.1%	-5%
S=c1[nH]nc(-c2ccccn2)n1/N=C/c1cccc2ccccc12	-1%	18%	10	-6%	1%	-1%	2%	5%[46.1 µM]	-0.6%	-2%
COc1cccc(/C=C/C(=O)Nc2ccc3[nH]c(=O)[nH]c3c2)c1	0%	6%	93*	14%	22%	-4%	-19%	-6%	-0.1%	0%
CCC(CO)N=CC1=C(O)CC(C)(C)CC1=O (centres undefined)	4%	-7%	3	1%	11%	-9%	8%	4%	-0.8%	-6%
Cc1ccc(S(=O)(=O)N2[C@@H](c3ccc(F)cc3)C(C(=O)O)=C[C@H]2CC2CCCC2)cc1	11%	.	.	.	-11%	.	.	3%	11%	-6%
Cn1nc(C(=O)NCc2ccc(Cl)cc2)c2c1-c1ccccc1S(=O)(=O)C2	?	3%	-1	-1%	-22%	8%	-22%	9%	-0.6%	4%
COc1ccc(C2CC2/C(C)=N/OC(=O)C2CC2)cc1 (centres undefined)	12%	6%	-6	1%	47%	1%	3%	8%	-0.7%	-8%
Cc1cccc(N(CC(=O)Nc2ccc(CC#N)cc2)S(C)(=O)=O)c1	9%	6%	2	-13%	-12%	0%	13%	-15%	4.1%	1%
CCCCC1(CO)C(=O)N(c2ccccc2)N(c2ccccc2)C1=O	?	-9%	3	-3%	1%	0%	?	-25%	-1.0%	0%
O=C1C=C(c2cc3ccccc3o2)C[C@@H](c2ccc(F)cc2)C1	33%	.	?	12%	0%	-10%	19%	-5%	0.7%	-3%
Cc1cc(=O)n2c(-c3ccc(Cl)cc3)csc2n1	-6%	3%	-2	-3%	1%	2%	-2%	7%	0.7%	-5%
CCOC(=O)c1sc(SC)c(C(C)=O)c1C	1%	-2%	0	1%	-10%	0%	11%	1%	0.0%	1%
O=C(Nc1cccc(C(=O)N2CCOCC2)c1)C1CC1	9%	.	.	.	2%	.	.	-1%	.	-4%
O=C1CCCc2c1cc(C(=O)Nc1ccc(Cl)cn1)c(=O)n2-c1ccccc1	-18%	6%	3	-10%	0%	1%	0%	7%	-0.8%	-4%
CC(C)(C)c1cc(C(=O)O)c(CN2CCCCC2)o1	-3%	-4%	2	10%	-16%	5%	-5%	3%	-0.2%	-6%

3 of the entries above in order of the TRPV1 agonist value, ascending:
| Molecule | TRPV1 agonist |
| --- | --- |
| COc1ccc(C2CC2/C(C)=N/OC(=O)C2CC2)cc1 (centres undefined) | -6 |
| Cn1nc(C(=O)NCc2ccc(Cl)cc2)c2c1-c1ccccc1S(=O)(=O)C2 | -1 |
| COc1ccc(O)c(/C=N/n2c(-c3ccco3)csc2=Nc2cccnc2)c1 | 2 |

Compounds as they come; about 3.8% have a hit in one of these screens.
